GRK2 aptamer HTS = compounds blocking aptamer binding on GRK2 – biochemical, human GRK2, bead flow cytometry, HTS, primary screen; FAM-aptamer displacement from GRK2; inhibition of aptamer binding, % at 10 µM; 330,000 compounds, 0.59% hits;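 active = inhibition of aptamer binding above 40%, roughly 3 SD of noise, on plates passing a quality check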;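 also: median bead fluorescence of bound FAM aptamer so fluorescent compounds give negative values; no value below 0 was filed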
GLD-1 RNA inh = GLD-1/TGE RNA complex disruptors, primary screen, biochemical, fluorescence polarization. inhibition, % at 5.96 µM. Female germline-specific tumor suppressor gld-1 (Caenorhabditis elegans), Q17339. purified GLD-1 + fluorescein TGE RNA. AID 2280, 2010. 320,000 compounds, 0.44% hits;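 active = percent inhibition above a per-plate cutoff, the plate mean of test compounds plus 3 SD, cut at about 30% in these data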;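 also: 0% = DMSO wells with GLD-1 and probe and 100% = wells lacking GLD-1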
Target sequence (Q17339 whole entry, looked up): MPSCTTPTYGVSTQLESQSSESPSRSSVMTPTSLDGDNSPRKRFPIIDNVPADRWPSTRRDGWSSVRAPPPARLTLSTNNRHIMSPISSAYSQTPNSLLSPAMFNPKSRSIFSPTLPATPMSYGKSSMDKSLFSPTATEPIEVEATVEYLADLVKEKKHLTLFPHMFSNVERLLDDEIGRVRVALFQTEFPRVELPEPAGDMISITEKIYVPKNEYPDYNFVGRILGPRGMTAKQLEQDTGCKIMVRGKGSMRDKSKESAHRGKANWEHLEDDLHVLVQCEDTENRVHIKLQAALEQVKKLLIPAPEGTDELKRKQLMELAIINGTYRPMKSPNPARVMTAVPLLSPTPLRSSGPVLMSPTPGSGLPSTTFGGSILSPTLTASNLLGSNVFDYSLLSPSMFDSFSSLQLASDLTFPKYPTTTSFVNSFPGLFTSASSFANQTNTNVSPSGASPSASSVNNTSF
Bcl-xL primary = inhibitors of human Bcl-xL, primary screen, biochemical, fluorescence polarization, HTS. Bcl-2-like protein 1 (Homo sapiens), Q07817. GST-Bcl-xL / FITC-Bim BH3 peptide fluorescence polarization. inhibition, % at 10.9 µM. 320,000 compounds, 0.7% hits. AID 2129, 2009;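 active = inhibition above the mean of all tested compounds plus 3 SD, cutoff set per campaign, cut at about 30% in these data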;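 also: 0% = DMSO wells and 100% = unlabeled Bim-BH3 peptide competitor; inhibitors lower millipolarization by displacing the labeled peptide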
Target sequence (Q07817 whole entry, looked up): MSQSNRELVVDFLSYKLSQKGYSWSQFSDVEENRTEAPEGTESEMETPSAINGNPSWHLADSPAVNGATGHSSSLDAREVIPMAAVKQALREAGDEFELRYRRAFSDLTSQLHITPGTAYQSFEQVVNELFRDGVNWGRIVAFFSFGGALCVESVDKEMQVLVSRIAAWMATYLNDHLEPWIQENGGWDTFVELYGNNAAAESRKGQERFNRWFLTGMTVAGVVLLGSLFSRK
VLA-4 inh = inhibition in human VLA-4 binding assay, primary screen, VLA-4 allosteric modulator project, MLPCN library, flow cytometry, VLA-4 expressing cells | ligand binding flow cytometry | inhibition, % (about 7 µM as worked out from the volumes in the protocol) | 330,000 compounds, 0.2% hits; in the data active = inhibition above about 50%
Fam108B inh = mouse Fam108B serine hydrolase inhibitors, primary screen, counter-screen for RBBP9 inhibitor project, biochemical, fluorescence polarization; 300,000 compounds, 0.33% hits; inhibition, % at 9.51 µM; AID 1947, 2009; recombinant Fam108B, FP-Rh probe fluorescence polarization;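 active = inhibition above the screen mean inhibition plus 3 SD, computed separately per campaign, cut at about 18% in these data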;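 also: inhibitors lower polarization as less probe binds the enzyme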
PME-1 primary = PME-1 inhibitors via competitive probe labeling, primary screen, biochemical, fluorescence polarization, FP-Rh probe, HTS. recombinant PME-1. inhibition, % at 5.9 µM. 320,000 compounds, 0.53% hits;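 active = inhibition above the campaign mean of all compounds plus 3 SD, cut at about 26% in these data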;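 also: competitive labeling of PME-1 active site by serine hydrolase directed probe; 0% = PME-1 with DMSO and 100% = wells lacking PME-1 enzyme; inhibitors block probe labeling so polarization falls and inhibition rises; many of its hits are not listed in these tables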
MEX-5 binding = MEX-5 zinc finger RNA-binding disruptors – biochemical, C. elegans, fluorescence polarization, MLPCN library, primary screen | Zinc finger protein mex-5 (Caenorhabditis elegans), Q9XUB2 | MEX-5/FITC-TCR2 RNA binding; active compounds read low | activity score (negative = inhibition of binding), % at 10 µM | 300,000 compounds, 0.38% hits | AID 1832, 2009;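 active = inhibition past about -25% in most replicates, and total fluorescence under double the plate's negative control median, limit read from the data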;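 also: 0% = DMSO and -100% = 5 µM competing unlabeled TCR2 RNA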
MCL1-BIM inh = inhibitors of MCL1 binding to BIM-BH3, primary screen, biochemical, fluorescence polarization | Induced myeloid leukemia cell differentiation protein Mcl-1 (Homo sapiens), Q07820 | GST-MCL1 / FITC-Bim-BH3 fluorescence polarization | inhibition, % at 10.9 µM | 320,000 compounds, 0.68% hits | AID 2057, 2009;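 active = inhibition above the mean inhibition of all tested compounds plus 3 SD, set per campaign, cut at about 40% in these data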;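 also: 0% = DMSO wells and 100% = unlabeled Bim-BH3 peptide control; higher means more loss of mP so more displacement of Bim peptide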
Efflux pump inh = inhibitors of Candida efflux pumps in yeast, primary screen, S. cerevisiae, Nile Red, multiplex | S. cerevisiae Candida pump triplex | 330,000 compounds, 0.44% hits | inhibition, % at 10 µM | AID 485275, 2010;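 active = plate passing quality check with inhibition over a set limit, or well fluorescence over plate mean plus 4 SD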;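 also: Nile Red retained in pooled yeast measured as flow cytometry median fluorescence; 0% = buffer negative control and 100% = Enniatin B positive control; higher means more Nile Red kept so more efflux inhibition; some compounds called inactive have numbers as strong as hits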
* marks the source's active call; other numbers are inactive results; x = not tested or not shown. Some of the compounds tested; count on the stated rates, not on these rows.

Order of values: GRK2 aptamer HTS | GLD-1 RNA inh | Bcl-xL primary | VLA-4 inh | Fam108B inh | PME-1 primary | MEX-5 binding | MCL1-BIM inh | Efflux pump inh
O=C(NNC(=O)c1ccccc1[N+](=O)[O-])Nc1ccc(Cl)cc1
→ 1.0 | 1.6 | 1.2 | 1.2 | -4.7 | -0.8 | -3.2 | 0.4 | 0.0
COc1ccccc1N(CC(=O)Nc1cc(C)on1)S(=O)(=O)c1ccc(Cl)cc1
→ 1.0 | 6.5 | -7.1 | 2.2 | -1.4 | -1.3 | 0.8 | -4.5 | 0.1
COc1ccc(NC(=O)N2CCCC(C(=O)NC(C)C)C2)cc1 (stereo not drawn)
→ 0.0 | -1.8 | 2.2 | 5.1 | 2.0 | -0.3 | -2.1 | 4.1 | 0.1
CCC1CCCCN1C(=O)COC(=O)CSc1ccc(C(N)=O)cc1[N+](=O)[O-] (stereo not drawn)
→ 0.0 | 7.6 | -0.9 | 4.9 | x | -0.6 | x | -5.5 | -0.2
COCCN(C(=O)COC(=O)COc1ccc2c(c1)CCC2)c1c(N)n(Cc2ccccc2)c(=O)[nH]c1=O
→ 0.0 | 4.0 | -13.3 | -2.5 | -0.2 | -2.4 | -4.9 | -18.8 | -0.1
CC1CCCN(S(=O)(=O)c2cc3c4c(c2)CCN4C(=O)CC3)C1 (stereo not drawn)
→ 2.0 | 1.8 | -1.8 | 14.9 | -4.9 | -8.6 | -0.9 | -1.9 | 0.2
CCc1ccc(S(=O)(=O)NC2CC(C)(C)NC(C)(C)C2)cc1
→ 3.0 | 1.3 | 6.7 | 7.7 | 2.8 | 2.0 | -2.8 | 4.3 | -0.1
Cc1cc(Oc2nc3c(C)cccn3c(=O)c2/C=C(\C#N)S(=O)(=O)c2ccccc2)ccc1Cl
→ 0.0 | 4.8 | -0.4 | 1.5 | -6.0 | -4.1 | -0.8 | -3.3 | 0.1
CCNc1nc(NCC)nc(N/N=C/c2ccccc2)n1
→ 2.0 | -8.4 | -3.0 | 12.6 | -0.8 | 5.1 | 1.4 | -4.8 | 0.0
Cc1c(-n2c(SCC(=O)N(C)C3CCS(=O)(=O)C3)nc3ccccc3c2=O)c(=O)n(-c2ccccc2)n1C (stereo not drawn)
→ 1.0 | 6.2 | 4.2 | 2.0 | -3.3 | 3.1 | -1.4 | 2.2 | 0.1
CCCCCCCC(=O)N/N=C/c1ccc([N+](=O)[O-])o1
→ 2.0 | 8.6 | 10.0 | -1.1 | 0.7 | 7.2 | -0.9 | 13.7 | -0.1
CC(=O)c1ccc(OCC(O)CN2CC(C)OC(C)C2)cc1 (stereo not drawn)
→ 0.0 | 1.7 | 4.1 | 2.3 | 1.8 | -3.6 | -2.9 | -2.8 | -0.1
O=C(O)/C=C\C(=O)Nc1ccccc1C(=O)NCc1ccccc1
→ 0.0 | -3.7 | 7.5 | 2.6 | 4.7 | 3.7 | 0.8 | 3.8 | 0.0
Cc1ccc(S(=O)(=O)NCC(=O)OC(C(=O)c2ccccc2)c2ccccc2)cc1 (stereo not drawn)
→ 3.0 | -2.9 | 2.1 | -23.6 | 0.8 | 5.5 | 4.7 | -2.7 | 0.2
COC(=O)c1ccc(NC(=S)NCCCn2ccnc2)cc1
→ 0.0 | -4.8 | -2.8 | 7.7 | 6.9 | -0.1 | 2.3 | 4.2 | -0.1
C[C@@H](NC(=O)c1ncn(C)c1C(=O)N[C@H](C)c1ccccc1)c1ccccc1
→ 0.0 | -2.1 | 10.2 | 0.0 | x | 0.8 | x | -4.0 | 0.3
CC(=O)NCCC(=O)Nc1nc(C)c(Cc2ccc3c(c2)OCO3)s1
→ 0.0 | 6.2 | -0.8 | 3.9 | -3.1 | -7.6 | 1.1 | -11.0 | -0.1
CC(=O)Nc1sc2c(c1CN1CCCC1)CCCC2
→ 4.0 | 0.7 | 8.1 | 7.6 | 1.9 | -3.0 | 1.4 | 7.7 | 0.2
Cc1nnc(NCc2cccc(Cl)c2)c2ccccc12
→ 0.0 | 0.1 | 2.0 | 14.6 | -0.1 | 4.6 | -1.4 | 8.1 | -0.1
CC(=O)c1ccc(NC(=O)C(C)OC(=O)c2ccc(NS(=O)(=O)c3ccc(F)c(F)c3)cc2)cc1 (stereo not drawn)
→ 0.0 | 6.7 | 1.4 | 5.4 | -4.6 | -6.2 | -1.8 | -8.2 | -0.2
CC1CCCCN1C(=O)c1ccc(CS(=O)(=O)Cc2ccccc2)cc1 (stereo not drawn)
→ 0.0 | 1.1 | 7.5 | -0.3 | 0.5 | 0.5 | -0.5 | 1.4 | 0.0
O=C(NCc1ccc(F)cc1)C1CC(=O)N(C2CCCCCCC2)C1 (stereo not drawn)
→ 0.0 | -2.0 | 5.6 | 6.6 | 0.2 | -7.6 | 0.4 | 4.4 | 0.0
CC12CCC(C(=O)Nc3cc(Cl)ccc3Cl)(C/C1=N\O)C2(C)C (stereo not drawn)
→ 0.0 | -1.7 | 3.3 | 8.7 | -4.6 | -0.3 | 2.5 | 3.7 | 0.0
Cc1csc(NC(=O)C2CCCC2)n1
→ 2.0 | -7.9 | -5.5 | 8.1 | -0.6 | 6.7 | -1.6 | -4.9 | 0.0
CC(Oc1ccccc1)C(=O)OCC(=O)Nc1sccc1C(N)=O (stereo not drawn)
→ 1.0 | -4.4 | 2.5 | 14.4 | x | 7.5 | x | 10.5 | 0.0
O=C(O)/C=C/c1ccccc1Oc1ccc(Cl)cc1Cl
→ 6.0 | -0.7 | -1.9 | 4.8 | -0.4 | 0.2 | 0.6 | 2.3 | 0.0
O=C(Cc1coc2ccc3ccccc3c12)NCc1cccs1
→ 0.0 | -2.4 | 1.6 | 10.4 | -3.1 | -10.2 | -1.4 | 5.8 | 0.2
C=CCN(c1ccc(C(=O)Nc2cccc(C)c2)cc1)S(C)(=O)=O
→ 0.0 | 0.6 | 6.1 | 9.3 | -3.4 | -0.4 | -0.5 | -2.5 | -0.1

In the list so far, three contain a thiophene ring, fused or not:
Order of values: GRK2 aptamer HTS | GLD-1 RNA inh | Bcl-xL primary | VLA-4 inh | Fam108B inh | PME-1 primary | MEX-5 binding | MCL1-BIM inh | Efflux pump inh
CC(=O)Nc1sc2c(c1CN1CCCC1)CCCC2
→ 4.0 | 0.7 | 8.1 | 7.6 | 1.9 | -3.0 | 1.4 | 7.7 | 0.2
CC(Oc1ccccc1)C(=O)OCC(=O)Nc1sccc1C(N)=O (stereo not drawn)
→ 1.0 | -4.4 | 2.5 | 14.4 | x | 7.5 | x | 10.5 | 0.0
O=C(Cc1coc2ccc3ccccc3c12)NCc1cccs1
→ 0.0 | -2.4 | 1.6 | 10.4 | -3.1 | -10.2 | -1.4 | 5.8 | 0.2

Of the compounds above, these contain a furan ring, fused or not:
Order of values: GRK2 aptamer HTS | GLD-1 RNA inh | Bcl-xL primary | VLA-4 inh | Fam108B inh | PME-1 primary | MEX-5 binding | MCL1-BIM inh | Efflux pump inh
CCCCCCCC(=O)N/N=C/c1ccc([N+](=O)[O-])o1
→ 2.0 | 8.6 | 10.0 | -1.1 | 0.7 | 7.2 | -0.9 | 13.7 | -0.1
O=C(Cc1coc2ccc3ccccc3c12)NCc1cccs1
→ 0.0 | -2.4 | 1.6 | 10.4 | -3.1 | -10.2 | -1.4 | 5.8 | 0.2

Screening data deposited in PubChem BioAssay by several laboratories.
